APJ ag = agonists of human apelin receptor APJ, primary screen, CHO-K1 cells, PathHunter beta-arrestin, luminescence; P35414; AID 2520, 2010; activation, % at 20 µM; 330,000 tested, 0.11% active; 0% DMSO wells, 100% apelin;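 active means activation more than six SD over the plate average, tested at 20 µM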;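 further: 0% = DMSO alone and 100% = apelin-13 at 10 nM; some results filed as inactive read as strong as hits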
Target sequence (P35414 whole entry, looked up): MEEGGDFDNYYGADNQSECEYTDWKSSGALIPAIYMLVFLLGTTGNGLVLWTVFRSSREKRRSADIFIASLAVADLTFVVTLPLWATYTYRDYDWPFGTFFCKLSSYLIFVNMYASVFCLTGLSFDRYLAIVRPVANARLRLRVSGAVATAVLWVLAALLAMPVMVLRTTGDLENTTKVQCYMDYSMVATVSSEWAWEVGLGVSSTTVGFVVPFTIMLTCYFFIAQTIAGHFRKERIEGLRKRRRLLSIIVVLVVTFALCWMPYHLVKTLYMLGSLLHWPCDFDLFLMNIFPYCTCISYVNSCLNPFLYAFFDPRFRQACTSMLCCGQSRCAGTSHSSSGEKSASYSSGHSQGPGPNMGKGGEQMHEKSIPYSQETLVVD
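Assay system – PathHunter CHO-K1 APJ (AGTRL-1) beta-arrestin reporter cells · Compound – one dose, 20 µM compound, 1% DMSO · Timing – compound 90 min 25 °C, reagent 1 h · Measured by – luminescence from split beta-galactosidase complementation, Galacton Star/Emerald II substrate · Measure – beta-arrestin recruitment to APJ as agonist activity, luminescent signal · Benchmarks – DMSO vs Apelin-13 10 nM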
NR3A LBD binder = binders of NR3A ligand-binding domain, primary screen, biophysical, differential scanning fluorimetry, uHTS; Glutamate receptor ionotropic, NMDA 3A (GRIN3A) ligand-binding domain; NR3A LBD differential scanning fluorimetry, Tm shift; 0% = protein alone, 100% = glycine-bound protein; Tm shift relative to glycine control, % at 25 µM; 340,000 tested, 2.5% active;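 active means melting temperature shift of at least 10% of the positive control shift, at one fixed dose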
tim23-1 inh = growth inhibitors of tim23-1 mutant yeast, primary screen, luminescence, uHTS | S. cerevisiae tim23-1 growth, BacTiter-Glo luminescence, 24 h | inhibition, % at 20 µM | 330,000 tested, 1.3% active | AID 463212, 2010;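 active means growth inhibition of the mutant yeast at or above 50%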;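 further: temperature-sensitive mutant grown at 25 °C; plate controls were DMSO-treated mutant yeast for no effect and medium wells lacking yeast for full effect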
Mdm2-MdmX inh = inhibitors of human Mdm2-MdmX association, primary screen, cell-based, luminescence, split luciferase, SaOS-2, uHTS; Protein Mdm4 (Homo sapiens) + E3 ubiquitin-protein ligase Mdm2 (Homo sapiens), …; SaOS-2 split-luciferase Mdm2/MdmX complementation; inhibition, % at 8 µM; 330,000 tested, 3% active; AID 485346, 2010;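 active means inhibition of at least 50% at 8 µM in the primary screen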
CHOP UPR activ = activators of apoptotic CHOP UPR arm, primary screen, cell-based, CHO-CHOP luciferase reporter, luminescence, uHTS; UPR activation; percent of tunicamycin response over DMSO baseline; activation, % at 10 µM; 330,000 tested, 0.34% active;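 active means at 10 µM dose, activation of 40% or more, normalized to positive control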;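 further: 100% = tunicamycin at 10 µg/mL and 0% = DMSO alone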
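System: CHO CHOP reporter cells. Amount: 500 cells per well. Buffer or medium: F12 medium, 10% FBS. Compound dosing: one dose, 10 µM in 0.5% DMSO. Incubation: 6 h compound exposure at 37 °C after overnight seeding. Technique: Steady-Glo luciferase luminescence. Benchmarks: tunicamycin and DMSO controls.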
NALP3 yeast inh = NALP3 inflammasome inhibitors in reconstituted yeast, primary screen, luminescence, uHTS | 330,000 tested, 0.39% active | inhibition, % at 10 µM | AID 2825, 2010 | Yeast reconstituted NLRP3/ASC/caspase-1, beta-gal luminescence, 24 h;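 active means inhibition of 50% or more; inactive means inhibition below 50%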;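 further: plate controls were induced DMSO wells for no effect and uninduced yeast grown without galactose for full effect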
XBP1 UPR activ = activators of adaptive XBP1 UPR arm, primary screen, cell-based, CHO-XBP1 luciferase reporter, luminescence, uHTS; IRE1-XBP1 UPR activation; percent of tunicamycin response, DMSO as zero; activation, % at 20 µM; 330,000 tested, 0.33% active; AID 463104, 2010;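 active means versus positive control, 20 µM dose yields 30% or more activation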;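 further: 100% = tunicamycin at 10 µg/mL and 0% = DMSO only wells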
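Material: CHO cell line with stable XBP1 luciferase reporter; schedule: 16-18 h cell attachment at 37 °C, then 6 h compound exposure; signal: glow luminescence from Steady-Glo reagent; medium: serum-containing F12 medium, 10% FBS; benchmarks: tunicamycin 10 µg/mL and vehicle-only wells; read-out: percent activation relative to tunicamycin reference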
tim10-1 inh = growth inhibitors of tim10-1 mutant yeast, primary screen, luminescence, uHTS; S. cerevisiae tim10-1 ts strain growth, BacTiter-Glo, 24 h; inhibition, % at 20 µM; 330,000 tested, 2.2% active;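 active means inhibition of at least 40%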;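 further: mutant grown at 25 °C; 0% = DMSO wells with yeast and 100% = wells holding no yeast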
TIM10 inh = growth inhibitors of isogenic TIM10 control yeast, primary screen, counter-screen for tim10-1 yeast inhibitor project, luminescence, uHTS; S. cerevisiae TIM10 strain growth, BacTiter-Glo luminescence, 24 h; inhibition, % at 10 µM; 330,000 tested, 1.4% active; AID 463195, 2010;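 active means inhibition of 40% or more at the single tested concentration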;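 further: wild-type TIM10 isogenic control strain grown at permissive 25 °C; 0% = DMSO yeast wells and 100% = minimal medium wells without yeast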
Numbers without * were called inactive.

structure,APJ ag,NR3A LBD binder,tim23-1 inh,Mdm2-MdmX inh,CHOP UPR activ,NALP3 yeast inh,XBP1 UPR activ,tim10-1 inh,TIM10 inh
COc1cccc(N2CC(C(=O)Nc3c(C(N)=O)oc4ccccc34)CC2=O)c1 (stereo unspecified),7,2,16,34,-0.6,4,-1,9,7
O=C(OCC(=O)N1CCOCC1)c1cccc(F)c1,-3,-1,10,13,1.4,22,2,13,-1
Cc1nnc(SCC(=O)Nc2ccccc2)c2ccccc12,-3,-4,21,4,3.9,15,7,31,-1
Cc1nc([N+](=O)[O-])c(Sc2nc3ccc([N+](=O)[O-])cc3[nH]2)n1Cc1ccccc1,-4,-8,9,27,0.6,6,-3,10,7
CCCC1=C(C(=O)OCC)C(c2sccc2C)n2ncnc2N1 (stereo unspecified),-4,0,23,28,0.7,8,-4,24,20
CCN(CC(=O)Nc1cccc(OC)c1)C(=O)c1ccncc1,1,3,-6,-12,1.2,5,-2,-23,10
CCNC(=O)c1ccccc1-c1nc(-c2ccccc2Cl)no1,-4,2,13,1,-0.2,15,3,18,3
O=C(CNC(=O)c1ccco1)N/N=C/c1cc(Br)ccc1O,-2,-3,-6,19,-0.7,9,-3,-8,2
CN(CCNC(=O)c1cn(C)c2ccc(S(=O)(=O)N3CCCC3)cc2c1=O)CCc1ccccc1,-4,0,-21,5,-0.7,1,-3,-8,-3
O=c1c(N2CCOCC2)nsnc1N1CCOCC1,0,-1,0,18,-0.3,1,-1,-19,-11
CCCCNC(=O)Cc1cc(=O)[nH]c(=O)[nH]1,-4,2,-7,-8,-0.8,3,2,-7,3
Cn1nnc2cc(C(=O)NCCC3=CCCCC3)ccc21,-8,-2,-1,-53,-0.7,15,-1,14,10

Arranged by length of the SMILES (rising): part of the list above.
structure,APJ ag,NR3A LBD binder,tim23-1 inh,Mdm2-MdmX inh,CHOP UPR activ,NALP3 yeast inh,XBP1 UPR activ,tim10-1 inh,TIM10 inh
Cc1nnc(SCC(=O)Nc2ccccc2)c2ccccc12,-3,-4,21,4,3.9,15,7,31,-1
CCCC1=C(C(=O)OCC)C(c2sccc2C)n2ncnc2N1 (stereo unspecified),-4,0,23,28,0.7,8,-4,24,20
O=C(CNC(=O)c1ccco1)N/N=C/c1cc(Br)ccc1O,-2,-3,-6,19,-0.7,9,-3,-8,2

The list goes on:
Structure	APJ ag	NR3A LBD binder	tim23-1 inh	Mdm2-MdmX inh	CHOP UPR activ	NALP3 yeast inh	XBP1 UPR activ	tim10-1 inh	TIM10 inh
Cc1cccc(NC(=O)CS(=O)(=O)c2cn(C)c3ccccc23)c1C	-6	2	9	15	-0.7	1	1	25	-17
Cc1nn(C(=O)c2c([N+](=O)[O-])cnn2C)c(C)c1Cl	2	1	-3	15	0.3	4	-1	13	-18
Brc1ccc(-c2nnc(-c3ccco3)o2)cc1	-3	2	0	-56	4.8	11	-4	-17	-11
CSc1ccc(C2Nc3cccc4cccc(c34)N2)cc1	12	8	47	19	0.7	8	-1	22	-9
CCc1c(C)sc(NC(=O)c2cc(CC(C)C)on2)c1C#N	-1	-13	11	-1	0.9	31	-1	-22	-5
CCCCn1c(N)c(N(CC(C)C)C(=O)COC(=O)c2ccccc2NCCO)c(=O)[nH]c1=O	-4	0	14	5	0.0	-10	1	9	-3
O=C(O)/C(=C\c1cccc(O)c1)c1ccc(S(=O)(=O)N2CCCC2)s1	0	-3	5	-6	1.6	27	-1	-1	-1
Cc1nc(Cl)c2c(n1)N(CC(N)=O)C(=O)CO2	-3	-2	12	12	1.0	4	-2	3	-19
CCOC(=O)C(C)(C)N(Cc1ccccc1C)S(=O)(=O)c1ccc(Cl)c([N+](=O)[O-])c1	4	1	30	15	5.1	18	-1	27	19
CNC[C@@H](CC1CCCCC1)NC[C@H](CC(C)C)NCCc1cccc(C(F)(F)F)c1	-8	-9	-9	99*	83*	46	-5	-46	-9
Nc1nnc(CC(=O)Nc2ccccc2)s1	0	-1	-5	-6	0.0	2	1	-1	-12
COc1cc(/C=N/NC(=S)NC2CC3CCC2C3)ccc1O (stereo unspecified)	-2	-3	68*	41	1.4	-12	10	42*	49*
CC1=CCC2C(=O)N(c3ccc(C)cc3)C(=O)C2C1 (stereo unspecified)	1	-1	1	-3	1.7	0	0	-8	-3
CCOC(=O)c1c(NC(=O)CN2C(=O)NC3(CCC(C)CC3)C2=O)sc(C)c1-c1ccc(C)cc1 (stereo unspecified)	2	-8	3	16	3.5	-5	8	7	-2
CCc1cc2c(CN(C)Cc3ccccc3F)cc(=O)oc2cc1O	-1	-6	33	21	-0.8	7	-1	9	6
CCCCN(C(=O)c1cc(CC)c(C)s1)c1c(N)n(CC(C)C)c(=O)[nH]c1=O	3	0	-8	-1	-0.7	49	0	-25	-13

Compound profiles (already shown).
`CCNC(=O)c1ccccc1-c1nc(-c2ccccc2Cl)no1` across the screens: APJ ag: -4; NR3A LBD binder: 2; tim23-1 inh: 13; Mdm2-MdmX inh: 1; CHOP UPR activ: -0.2; NALP3 yeast inh: 15; XBP1 UPR activ: 3; tim10-1 inh: 18; TIM10 inh: 3
`CN(CCNC(=O)c1cn(C)c2ccc(S(=O)(=O)N3CCCC3)cc2c1=O)CCc1ccccc1` across the screens: APJ ag: -4; NR3A LBD binder: 0; tim23-1 inh: -21; Mdm2-MdmX inh: 5; CHOP UPR activ: -0.7; NALP3 yeast inh: 1; XBP1 UPR activ: -3; tim10-1 inh: -8; TIM10 inh: -3
`CNC[C@@H](CC1CCCCC1)NC[C@H](CC(C)C)NCCc1cccc(C(F)(F)F)c1` across the screens: APJ ag: -8; NR3A LBD binder: -9; tim23-1 inh: -9; Mdm2-MdmX inh: 99*; CHOP UPR activ: 83*; NALP3 yeast inh: 46; XBP1 UPR activ: -5; tim10-1 inh: -46; TIM10 inh: -9

Looked up above:
Result of `CCOC(=O)c1c(NC(=O)CN2C(=O)NC3(CCC(C)CC3)C2=O)sc(C)c1-c1ccc(C)cc1` (stereo unspecified) under NALP3 yeast inh: -5
Result of `CNC[C@@H](CC1CCCCC1)NC[C@H](CC(C)C)NCCc1cccc(C(F)(F)F)c1` under tim10-1 inh: -46

The order is random, and some 8.2% of all compounds hit somewhere here.
